# Screens (PubChem)
# TDP1 cell CPT: DT40-hTDP1 cell growth loss with CPT; chicken DT40 Tdp1-/-;hTDP1 cells + 20 nM CPT, ATP luminescence, 48 h; hit rate 12% among 420,000; AID 686979; Potency, µM (series often up to 46.2 µM), without a hit: top-dose activity change, negative = growth inhibition, actives largely listed as inhibitors; note: nearly all actives have a fitted effect of over 55% in size
#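 Cell growth measured by CellTiter-Glo luminescence after a minimum 48 h, 37 C compound exposure with 20 nM CPT in Tdp1-knockout DT40 cells stably expressing hTDP1, seeded 400/well; qHTS titration format.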
# TDP1 cell noCPT: qHTS for Inhibitors of human tyrosyl-DNA phosphodiesterase 1 (TDP1): qHTS in cells in absence of CPT; DT40 Tdp1-/- hTDP1 cells, no CPT, ATP luminescence, 48 h; Potency, µM (doses to about 46.2 µM), for the others: at the top dose activity change, negative = growth inhibition, usual class: inhibitors; hit rate 15% among 420,000; note: nearly all actives have a fitted effect of over 55% in size
#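 A cellular qHTS used chicken DT40 cells lacking endogenous Tdp1 but carrying stably transfected human TDP1. Compounds were applied without camptothecin, and cell growth kinetics were judged by ATP-dependent luminescence after ≥48 hr.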
# TDP1 block: TDP1 (human) enzyme inhibition; Q9NUW8; recombinant TDP1, AlphaScreen DNA substrate cleavage; Potency, µM (titrated, usually from 130 µM), for the others: at the top dose activity change, negative = inhibition, usual class: inhibitors; hit rate 0.28% among 350,000; AID 485290; note: nearly all actives have a fitted effect of over 40% in size
# Target sequence (Q9NUW8 whole entry, looked up): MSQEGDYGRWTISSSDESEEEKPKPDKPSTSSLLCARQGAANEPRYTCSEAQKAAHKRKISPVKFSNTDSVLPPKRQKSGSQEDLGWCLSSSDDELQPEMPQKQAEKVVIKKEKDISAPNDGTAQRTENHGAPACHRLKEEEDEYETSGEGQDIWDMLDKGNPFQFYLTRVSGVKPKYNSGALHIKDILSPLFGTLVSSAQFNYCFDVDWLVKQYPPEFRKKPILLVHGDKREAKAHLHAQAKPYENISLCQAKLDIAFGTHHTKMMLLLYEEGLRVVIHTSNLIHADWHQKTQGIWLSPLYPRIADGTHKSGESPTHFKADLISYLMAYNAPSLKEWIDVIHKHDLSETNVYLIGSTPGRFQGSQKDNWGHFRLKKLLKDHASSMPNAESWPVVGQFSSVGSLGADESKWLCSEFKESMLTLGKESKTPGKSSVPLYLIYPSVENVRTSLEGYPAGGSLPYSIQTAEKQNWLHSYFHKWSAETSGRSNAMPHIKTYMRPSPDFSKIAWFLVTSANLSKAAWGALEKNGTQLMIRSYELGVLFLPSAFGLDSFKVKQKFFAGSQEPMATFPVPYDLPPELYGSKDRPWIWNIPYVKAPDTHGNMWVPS
#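 Compounds were preincubated with Tdp1 (1 nM final) for 15 min at room temperature before substrate (15 nM final) started a 5 min reaction; beads (10 ug/ml final) were then added for 10 min before AlphaScreen detection.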
# Active calls of the source: *; ? = inconclusive; nt = no result given; ! = a repeat was not active; [ ] = remark or other dose. Calls come from the whole dose curve; as a rule, active = well fitted curve in the direction sought with a large enough effect; inconclusive = small, poorly fitted or top-dose-only effect, or another doubt; inactive = no such curve, though single readings can be large; an effect the other way counts as inactive or inconclusive. % is set by controls: 0 for no effect and ±100 for the full control effect; potency is the fitted concentration of half-maximal effect.
SMILES,TDP1 cell CPT,TDP1 cell noCPT,TDP1 block
COc1cccc(-c2ncc3ccccc3c2COC(=O)N(C)C)c1,18µM*,18µM*,1%
Cc1nc(C)c(C(=O)OCC(=O)NCCc2ccc(F)cc2)s1,-5%,?,-4%
CC(=O)C1=C(C)OC(N)=C(C#N)C1c1cccnc1 (stereo not given),?,-27%,-1%
COc1ccc(CCNC(=O)CCNC(=O)N2CC(=O)Nc3ccccc32)cc1OC,-12%,36%[activator],4%
CC1CCc2nc(NC(=O)CN3CCN(Cc4ccc5c(c4)OCO5)CC3)sc2C1 (stereo not given),18µM*,16µM*,9%
COc1cccc(-n2c(N)c(C(=O)Nc3c(C)n(C)n(-c4ccccc4)c3=O)c3nc4ccccc4nc32)c1,9%,?,3%
O=C(Nc1nccs1)c1cc2c(s1)CCCCC2,?,?,-4%
O=Cc1c(N2CCSCC2)nc2ccccn2c1=O,1%,-8%,nt
Cn1c(=O)c(=O)n(C)c2cc(S(=O)(=O)N3CCN(c4cccc(C(F)(F)F)c4)CC3)ccc21,-9%,0%,2%
CC1(c2nnc(-c3cccc(Cl)c3)o2)CC(c2cccnc2)=NO1 (stereo not given),?,-13%,nt
Cc1cccc(C)c1NC(=S)N(CCN(C)C)C(C)c1ccccn1 (stereo not given),0%,-17%,7%
O=C(NCCO)c1cc2cc(Cl)cc(Cl)c2oc1=O,-24%,-2%,-3%
CN(C)S(=O)(=O)c1ccc(N2CCCC2=O)c([N+](=O)[O-])c1,15%,-5%,1%
CCOc1cc(C=NNC(=O)c2cccc(S(=O)(=O)N3CCCC3)c2)ccc1O,-29%,?,1%
O=C(Cc1ccccc1)Nc1ccc(NC(=O)c2ccccc2)nc1,9%,-9%,3%
CCc1sc(Nc2cccc(C)c2)nc1-c1cc2cccc(OC)c2oc1=O,?,21µM*,4%
O=C(Nc1ccc(OC(F)(F)F)cc1)N1CCc2nc(NCc3cccc(Oc4ccccc4)c3)ncc2C1,18µM*,21µM*,nt
Cc1cc(C)c(NC(=O)CNC(=O)COC(=O)Cc2cccs2)c(C)c1,-2%,-11%,6%
COCCNC(=O)c1cc(-c2ccc3c(c2)OCO3)on1,-28%,-12%,1%
CCOc1ccc(S(=O)(=O)N2CCCCC2)cc1NC(=O)CN1C(=O)NC(C)(c2ccccc2)C1=O (stereo not given),-20%,?,2%[0.505 µM]
Cc1ccc(C(=O)NC2CCSC2=O)cc1 (stereo not given),2%,-7%,8%
CCOC(=O)c1cnn(-c2nc(-c3ccc(C)cc3)cs2)c1C(F)(F)F,?,?,-8%
COC(=O)c1ccc(-n2c(CCC(=O)O)ccc2-c2ccccc2)cc1,-25%,-5%,nt
COC(=O)CSc1nc2cc(OC)ccc2cc1C#N,?,?,-1%
O=C(O)/C=C/C(=O)Nc1ccc(Oc2ccccc2)cc1,-1%,-12%,2%

# The listing continues.
SMILES,TDP1 cell CPT,TDP1 cell noCPT,TDP1 block
c1c2c(cc3sc(N4CCCCC4)nc13)OCCO2,-18%,-23%,3%
CCN1C(=NCCCCO)N[C@@H](c2cccc(F)c2)C(C(=O)OC)=C1C,-1%,?,nt
O=C(COC(=O)/C=C/c1ccc(C(F)(F)F)cc1)NC(=O)NCc1ccco1,-3%,-10%,0%
N#Cc1ccc(-c2csc(NNC(=O)c3ccc(Br)cc3)n2)cc1,5.2µM*,5.8µM*,10%
Cc1cc(C(=O)COc2ccccc2Cl)c(C)n1-c1ccc2c(c1)OCO2,?,6.5µM*,6%
O=C(Cn1cc([N+](=O)[O-])cn1)NCc1ccco1,-3%,-5%,1%
[O-]/C(=C(\C(=S)Nc1cccc2ccccc12)[n+]1ccccc1)c1ccc(OC(F)F)cc1,?,21µM*,3%
CCCSc1nnc(NC(=O)Cc2ccc(OC)c(OC)c2)s1,3%,-18%,0%
CN1CCC(N(C)C(=O)COc2ccccc2Cl)CC1,1%,-12%,1%
CCOc1ccc(NC(=O)c2nc(SCc3ccccc3F)ncc2Cl)cc1,-9%,-23%,nt
Cc1ccc(S(=O)(=O)NN2C(=O)c3ccccc3NC2c2ccccc2F)cc1 (stereo not given),3%,-12%,nt
CCN(CC)c1ccc(C(=O)NNC(=O)CCl)cc1,16µM*,?,11%
CC(C)(C)NC(=O)c1c(F)c(F)c(F)c(F)c1F,-6%,-9%,1%
COc1ccc(C2=NN(C(=O)CSc3nc(=O)n4cccc(C)c4n3)C(c3ccc(C)cc3)C2)cc1 (stereo not given),?,?,nt
Cc1nnc(N(Cc2ccco2)C(=O)c2ccc(C#N)cc2)s1,-14%,?,0%
Cc1ccc(CSc2nnc(-c3cnccn3)n2C)cc1,3%,-22%,4%
COc1cc(NC(=O)c2cc3ccccc3o2)ccc1NC(=O)c1ccco1,-4%,-28%,3%
Cc1ccc(N=c2c([N+](=O)[O-])nn(-c3ccc(Cl)cc3)n2O)cc1C,1%,7%,12%
Cc1ccc(C(=O)Nc2nc(COc3ccccc3)cs2)s1,?,?,-1%
CC(C)(C)C(=O)Cn1c(=O)n(CCCCCC(=O)NCc2ccccc2Cl)c(=O)c2sccc21,?,21µM*,5%
COc1ccc(C(=O)N/N=C(/C)c2cccc(NC(=O)c3ccccc3F)c2)cc1,?,?,2%
O=C(Nc1ccc(Cl)cc1)Nc1ccc(S(=O)(=O)Nc2ncccn2)cc1,-7%,1%,-5%
COc1ccc(-c2coc3cc(O)c(OC)cc3c2=O)cc1,-5%,-16%,0%
CCc1ccccc1N1CC(c2nc3ccccc3n2CCCOc2ccc(Cl)cc2)CC1=O (stereo not given),-11%,-14%,5%
COc1ccc(-c2csc(N3CCOCC3)n2)cc1OC,3%,-4%,3%

# Going on with the list:
SMILES,TDP1 cell CPT,TDP1 cell noCPT,TDP1 block
COc1ccccc1NS(=O)(=O)c1cccc(NC(=O)c2cncc(Br)c2)c1,?,18µM*,0%
Cc1cc(C)n(C(=O)CNC(=O)c2ccc(C(C)(C)C)cc2)n1,10%,-2%,2%
Cc1nnc(N)nc1C,-5%,1%,1%
Cc1cccc(C#Cc2ccccc2)n1,?,30µM*!,-2%[56.1 µM]
CC1Sc2ccc(S(=O)(=O)NCCc3ccccc3)cc2NC1=O (stereo not given),21µM*,23µM*,2%
CCOC(=O)N1CCN(C(=O)COc2ccc3oc4c(c3c2)CCCC4)CC1,?,?,nt
CCOC(=O)CSc1nc2sc3c(c2c(=O)n1-c1ccccc1)CCN(C)C3,?,?,nt
COc1ccc(C2(C(=O)Nc3ccc(C)cc3)CCOCC2)cc1,-5%,-25%,nt
Cc1ccc(NC(=O)c2cccc(NC3=NC4CS(=O)(=O)CC4S3)c2)cc1 (stereo not given),-1%,6%,nt
CC(=O)NC(Nc1nc2c(s1)CCCC2)(C(F)(F)F)C(F)(F)F,-3%,2%,3%
CN1CCN(Cc2coc3c(Cl)cc(Cl)cc3c2=O)CC1,-7%,-22%,nt
C=CCNC(=S)N/N=C(\C)c1cc(OC)c(OC)c(OC)c1,4.1µM*,2.9µM*,3%
CCN(CC)CCN1C(=O)C(O)=C(C(=O)c2cc3ccccc3o2)C1c1cccnc1 (stereo not given),11%,10%,4%
O=C(Nc1nc(-c2cccnc2)cs1)c1ccccc1F,17%,3%,-1%
COC(=O)c1ccc(Cn2c(O)c(N=NC(N)=S)c3ccccc32)o1,?,?,-3%
CCN(Cc1ccccc1)C(c1cccc(C#N)c1)c1nnnn1C(C)(C)C (stereo not given),?,23µM*,-2%
COC(=O)C1=C(C(=O)OC)[C@@H]2N(C)c3ccccc3[C@@]23C[C@@H](C(=O)OC)N(C(=O)c2cc(C)oc2C)C3=N1,-14%,-5%,8%[12.3 µM]
O=C(c1ccco1)N1CCCC(N2CCN(c3ccccc3F)CC2)C1 (stereo not given),-20%,?,2%
CCc1ccc(O)c(-c2cc(C(=O)Nc3cccnc3)[nH]n2)c1,?,?,nt
COc1cccc(N2CCN(C(=O)Nc3ccccc3Cl)CC2)c1,-13%,-31%,0%
CCOC(=O)N1CCN(C(=O)c2ccc(N3C(=O)CCC3=O)cc2)CC1,-1%,3%,2%
COc1ccccc1CC(=O)c1ccccc1OC,-14%,-29%,nt
O=[N+]([O-])c1ccccc1-c1ccc(C(=S)N2CCN(c3ccccc3)CC2)o1,?,?,nt
CCCCOc1ccc(CC(=O)N(C)O)cc1,?,?,nt
CC1CC(C)CN(S(=O)(=O)N2CCCC(C(=O)NC(C)c3ccccc3)C2)C1 (stereo not given),?,?,5%

# (further entries)
SMILES,TDP1 cell CPT,TDP1 cell noCPT,TDP1 block
Cc1ccc(NC2(C#N)C(=O)Nc3ccccc32)cc1C (stereo not given),1%,-10%,0%
O=C(NNC(=O)C12CC3CC(CC(O)(C3)C1)C2)c1ccccc1O,?,?,1%
COc1ccc2c(CC(=O)O)cc(=O)oc2c1,-3%,14%,1%
CC(C)(C)[C@H]1C=C(C(=O)NCc2ccccc2)O[C@@H](OCCCCO)C1,-22%,-17%,nt
CC(NC(=O)Cn1ncc2c3ccccc3n(Cc3ccc(F)cc3)c2c1=O)c1ccccc1 (stereo not given),?,10µM*,-3%
O=C(NC1CCCC1)c1ccc(Cl)c(S(=O)(=O)N2CCCCC2)c1,?,?,nt
COc1ccc(/C=C/C(=O)Nc2cccc(C(C)=O)c2)cc1,?,?,8%
Cc1ccccc1NS(=O)(=O)c1ccc2[nH]cc(C(=O)N(C)Cc3ccco3)c(=O)c2c1,-8%,-24%,nt
COc1ccc(C(CC(=O)NCc2ccccc2)N2Cc3ccccc3C2=O)cc1 (stereo not given),?,23µM*,6%
CC(=O)NC(Cc1cccc(C)c1)C(=O)NC1CCN(c2ncccc2[N+](=O)[O-])CC1 (stereo not given),6%,?,3%
CC1(NC(=O)Cc2c(Cl)cccc2Cl)CCS(=O)(=O)C1 (stereo not given),2%,15%,0%
CC(OC(=O)CCC(=O)c1cccs1)C(=O)NC1CCCCC1C (stereo not given),-22%,5%,1%[56.1 µM]
Cc1cccc(N2CCN(C(=O)c3ccc4c(c3)NC(=O)C(CSCc3cccc(F)c3)N4)CC2C)c1 (stereo not given),?,?,3%
CCn1c(SCC(=O)NNC(=S)Nc2ccc(C)cc2)nnc1-c1ccc(Cl)cc1,?,?,7%
COC(=O)c1ccccc1NC(=O)CSc1nc(N)cc(=O)[nH]1,-4%,-5%,nt
Cc1cccc(CN(C)CCc2ccccn2)c1,-3%,-12%,-11%
COC(=O)C(=Cc1ccncc1)c1cccc2ccccc12,6.5µM*,13µM*,nt
CS(=O)(=O)N1CCC(C(=O)Nc2ccccc2F)CC1,-26%,-9%,3%
N#CC(=Nc1cccc(F)c1)C1=C(O)c2ccccc2C1=O,-2%,-4%,nt
CC(C)(C)N1C(=O)[C@H]2[C@@H](c3ccc(Br)cc3)N3C(=O)N(c4cccc(F)c4)C(=O)[C@@]3(Cc3ccccc3)[C@H]2C1=O,?,?,0%

# Structures shown so far containing a furan ring, fused or not, in the order listed:
SMILES,TDP1 cell CPT,TDP1 cell noCPT,TDP1 block
O=C(COC(=O)/C=C/c1ccc(C(F)(F)F)cc1)NC(=O)NCc1ccco1,-3%,-10%,0%
O=C(Cn1cc([N+](=O)[O-])cn1)NCc1ccco1,-3%,-5%,1%
Cc1nnc(N(Cc2ccco2)C(=O)c2ccc(C#N)cc2)s1,-14%,?,0%
COc1cc(NC(=O)c2cc3ccccc3o2)ccc1NC(=O)c1ccco1,-4%,-28%,3%
CCOC(=O)N1CCN(C(=O)COc2ccc3oc4c(c3c2)CCCC4)CC1,?,?,nt
CCN(CC)CCN1C(=O)C(O)=C(C(=O)c2cc3ccccc3o2)C1c1cccnc1 (stereo not given),11%,10%,4%
COC(=O)c1ccc(Cn2c(O)c(N=NC(N)=S)c3ccccc32)o1,?,?,-3%
COC(=O)C1=C(C(=O)OC)[C@@H]2N(C)c3ccccc3[C@@]23C[C@@H](C(=O)OC)N(C(=O)c2cc(C)oc2C)C3=N1,-14%,-5%,8%[12.3 µM]
O=C(c1ccco1)N1CCCC(N2CCN(c3ccccc3F)CC2)C1 (stereo not given),-20%,?,2%
O=[N+]([O-])c1ccccc1-c1ccc(C(=S)N2CCN(c3ccccc3)CC2)o1,?,?,nt
Cc1ccccc1NS(=O)(=O)c1ccc2[nH]cc(C(=O)N(C)Cc3ccco3)c(=O)c2c1,-8%,-24%,nt
